# LRH-1 inv ag = LRH-1 (NR5A2) inverse agonists, primary screen, cell-based, luminescence, HEK293T, StAR-luciferase reporter | Nuclear receptor subfamily 5 group A member 2 (Homo sapiens), O00482 | inhibition, % at 3.6 µM | hit rate 0.13% among 360,000 | AID 602396, 2012 | LRH-1 transfected, 24 h;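 active = inhibition above the mean inhibition of all tested compounds plus 3 SD, cut at about 73% in these data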;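 also: 0% = DMSO wells and 100% = reporter-only cells lacking LRH-1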
# TROY NFkB inh = inhibitors of TROY-driven NF-kB signaling, primary screen, Q293 LMP1-TROYcd cells, NF-kB luciferase, uHTS; Q293 LMP1-TROYcd NF-kB luciferase reporter, 4 h; inhibition, % at 10 µM; hit rate 0.98% among 360,000; AID 1347056, 2019;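 active = compounds whose plate-normalised and pattern-corrected inhibition of the luciferase reporter signal at the single screening dose is 50% or more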
# TLR9-MyD88 inh = inhibitors of TLR9-MyD88 association in cells, primary screen, cell-based, CHO, BLA complementation, fluorescence; hit rate 0.21% among 340,000; Toll-like receptor 9 (Homo sapiens) + Myeloid differentiation primary response protein …; inhibition, % at 4.98 µM; CCF4 FRET ratio;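 active = inhibition above the mean over all tested compounds plus 3 SD, cut at about 21% in these data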;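 also: 0% = DMSO only wells and 100% = clavulanate BLA inhibitor control wells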
# TWEAK-Fn14 inh = inhibitors of TWEAK-Fn14 signaling, primary screen, luciferase reporter cells, uHTS; AID 1159606, 2016; TWEAK-stimulated Fn14 reporter cells, luciferase luminescence, 8 h; hit rate 2% among 360,000; inhibition, % at 10 µM; in the data active = inhibition above about 50%
# ABHD5 PLIN5 PPI = ABHD5-PLIN5 interaction inhibitors, primary screen, cell lysate, split luciferase complementation, luminescence | Perilipin-5 (Homo sapiens) + 1-acylglycerol-3-phosphate O-acyltransferase ABHD5 (Homo … | Split G. princeps luciferase complementation, 4 h | inhibition, % at 4 µM | hit rate 0.78% among 360,000;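 active = inhibition above the mean inhibition across every tested compound plus 3 SD, cut at about 22% in these data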;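 also: 0% = DMSO only wells and the 100% control is not disclosed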
# Target sequence (Q00G26 whole entry, looked up): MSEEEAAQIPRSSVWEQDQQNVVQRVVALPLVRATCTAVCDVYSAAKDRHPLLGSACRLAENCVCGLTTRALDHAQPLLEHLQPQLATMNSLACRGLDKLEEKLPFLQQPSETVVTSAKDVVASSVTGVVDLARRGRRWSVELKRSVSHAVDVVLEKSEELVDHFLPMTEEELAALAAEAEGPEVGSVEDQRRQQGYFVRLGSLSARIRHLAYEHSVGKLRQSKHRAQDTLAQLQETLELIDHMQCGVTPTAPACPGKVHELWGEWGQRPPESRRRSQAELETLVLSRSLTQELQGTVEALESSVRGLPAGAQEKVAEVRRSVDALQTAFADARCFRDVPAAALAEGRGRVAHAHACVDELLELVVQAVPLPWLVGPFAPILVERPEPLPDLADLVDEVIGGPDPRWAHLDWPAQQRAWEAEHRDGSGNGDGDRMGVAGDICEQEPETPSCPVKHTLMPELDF
# Target sequence (Q8WTS1 whole entry, looked up): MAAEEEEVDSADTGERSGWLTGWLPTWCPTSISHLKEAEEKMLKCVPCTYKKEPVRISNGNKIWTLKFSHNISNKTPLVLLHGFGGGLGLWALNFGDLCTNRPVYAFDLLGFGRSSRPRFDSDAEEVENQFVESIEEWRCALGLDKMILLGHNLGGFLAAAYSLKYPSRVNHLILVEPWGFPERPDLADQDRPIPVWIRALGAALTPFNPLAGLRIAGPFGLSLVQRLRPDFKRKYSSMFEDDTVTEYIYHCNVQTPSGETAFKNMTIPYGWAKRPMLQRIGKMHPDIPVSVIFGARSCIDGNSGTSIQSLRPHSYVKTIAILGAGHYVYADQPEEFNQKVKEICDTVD
# SRC3 inh = SRC3 coactivator transcriptional activity inhibitors, primary screen, cell-based, luminescence | HEK293 GAL4-SRC3 luciferase reporter | Nuclear receptor coactivator 3 (Homo sapiens), Q9Y6Q9 | inhibition, % at 3.6 µM | hit rate 0.17% among 360,000;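 active = inhibition above a per-campaign cutoff, the mean of all compounds plus 3 SD, cut at about 60% in these data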;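 also: 0% = DMSO-treated cells and 100% = gossypol-treated cells at 36 µM; higher means less SRC3-driven luciferase light from the GAL4 reporter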
# SRC1 inh = SRC1 coactivator transcriptional activity inhibitors, primary screen, cell-based, luminescence; hit rate 0.12% among 360,000; inhibition, % at 3.6 µM; Nuclear receptor coactivator 1 (Homo sapiens), Q15788; HEK293 GAL4-SRC1 luciferase reporter;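 active = inhibition above the campaign mean plus 3 SD, with each screening campaign given its own cutoff, cut at about 60% in these data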;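 also: 0% = DMSO treated cells and 100% = gossypol at 36 µM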
# NCOA2 inhibitor = inhibition of GAL4-SRC2 driven luciferase reporter, primary screen, SRC2 inhibitor project, cell-based, luminescence; inhibition, % at 9 µM; hit rate 0.17% among 370,000; Nuclear receptor coactivator 2 (Homo sapiens), Q15596; HEK293 GAL4-SRC2 luciferase reporter;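 active = inhibition above the mean inhibition of all tested compounds plus 3 SD, set per campaign, cut at about 52% in these data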;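 also: 0% = DMSO treated cells and 100% = cells given Gossypol at 36 µM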
# NR2F2 inh = NR2F2 transcriptional activity inhibitors, primary screen, cell-based, luciferase reporter, HEK293T, luminescence; COUP transcription factor 2 (Homo sapiens), P24468; HEK293T NGFI-A luciferase reporter; inhibition, % at 8.6 µM; hit rate 0.7% among 370,000; AID 686940, 2013;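 active = inhibition above a per-plate cutoff, mean inhibition of test wells between control levels plus 3 SD, cut at about 38% in these data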;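 also: cells cotransfected with COUP-TFII expression vector driving the NGFI-A reporter; 0% = median of COUP-TF2 test wells and 100% = reporter-only cells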
# Exocytosis inh = LAMP-1 surface exposure blockers, TALL-104 cells – cell-based, flow cytometry, MLPCN library, primary screen; TALL-104 LAMP-1 surface exposure; cells stimulated with thapsigargin and PMA; inhibition, % at 10 µM; hit rate 0.66% among 360,000; AID 651702, 2012;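 active = inhibition above about 55%, limit read from the data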
# NOD2-RIPK2 inh = NOD2-RIPK2 binding disruptors in cells, primary screen, fluorescence, CHO cells, BLA complementation. Receptor-interacting serine/threonine-protein kinase 2 (Homo sapiens), O43353. CCF4 ratio. inhibition, % at 4.98 µM. hit rate 0.38% among 360,000; in the data active = inhibition above about 21%;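 also: 0% = vehicle only and 100% = reference blocker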
# An asterisk follows results filed as active; / = no result given. The list is partial, so the mix of outcomes need not match the whole.
Molecule	TWEAK-Fn14 inh	NCOA2 inhibitor	NOD2-RIPK2 inh	TLR9-MyD88 inh	SRC3 inh	TROY NFkB inh	NR2F2 inh	LRH-1 inv ag	ABHD5 PLIN5 PPI	SRC1 inh	Exocytosis inh
COc1ccc(S(=O)(=O)N2CCN(c3ncccn3)CC2)cc1[N+](=O)[O-]	-2.4	-13.0	-8.4	-15.3	3.1	-6.5	0.0	-1.5	5.7	-18.2	-2.0
COC(=O)C1C(=O)N2CCCSC2=C(C#N)C1c1cccs1 (stereo not given)	-9.2	-32.2	-1.7	-7.8	15.3	-8.6	-4.3	12.1	-8.0	0.2	3.0
O=c1c2cc(NC(=S)N3CCCCC3)ccc2nc2n1CCCCC2	-24.9	-2.8	0.0	-13.5	10.1	0.6	-8.0	-2.8	0.6	-8.7	-0.5
O=C(NC(Cc1ccccc1)C(=O)O)C1CCN(S(=O)(=O)c2ccccc2C(F)(F)F)CC1 (stereo not given)	0.1	-3.1	3.2	7.9	7.1	15.6	15.3	9.3	-0.3	-17.9	-9.5
CC(=O)Nc1ccc(-n2c(C)ccc2C)cc1	22.4	14.4	-9.5	15.5	10.6	-4.3	-0.5	-4.1	3.6	-12.5	4.9
COc1ccccc1Nc1nc(NCCCN(C)C)nc(N)c1[N+](=O)[O-]	-31.9	-33.8	-1.6	-4.2	9.5	-11.9	16.5	0.2	0.9	1.8	20.6
CC(C)NC(=O)N[C@H]1CC[C@H](CC(=O)NCc2ccc(Oc3ccccc3)cc2)O[C@@H]1CO	/	-24.6	-6.3	/	/	/	-12.4	23.9	9.9	/	6.5
CC1CCCC(C)N1C(=O)CSc1nc2ncnc(N)c2[nH]1 (stereo not given)	-22.2	14.0	-1.0	-4.6	8.4	16.5	0.9	-4.7	4.6	7.3	2.4
CCCc1nnc(NC(=O)CCC(=O)NC2CCCc3ccccc32)s1 (stereo not given)	-6.6	4.1	-3.7	-6.5	18.4	13.2	13.0	5.5	-1.8	4.4	-0.7
COc1ccc(Cc2nnc(NC(=O)Nc3cccc(OC)c3)s2)cc1	1.1	-13.3	4.7	5.3	15.8	10.8	2.9	13.0	0.9	12.3	-12.2
COc1cc2c(cc1NC(=O)C(F)(F)F)-c1ccc(NC(=O)C(F)(F)F)cc1C2	-28.4	13.8	-2.0	3.7	-5.3	-14.5	-6.0	-5.3	-2.0	-0.4	8.9
CCCCCCCCS(=O)c1sc2nc3c(cc2c1N)CCCC3 (stereo not given)	15.8	11.0	10.1	5.1	-6.2	10.1	-0.1	3.5	-2.0	-0.1	-1.5
C=C(C)[C@@H]1CCC2(C(=O)O)CC[C@]3(C)[C@H](CC[C@@H]4[C@@]5(C)CCC(=O)C(C)(C)[C@@H]5CC[C@]43C)[C@@H]12 (stereo not given in full)	51.4*	6.8	0.4	-3.8	-23.9	-4.2	-7.5	-11.2	2.0	11.8	2.3
Cn1c(=O)c2c(nc(N3CCN(c4ccccc4)CC3)n2CCCc2ccccc2)n(C)c1=O	-2.8	14.9	-7.5	-9.0	11.1	14.5	11.4	5.7	-1.9	-3.3	74.1*
O=S(=O)(NC1CCCCC1N1CCOCC1)c1ccc(Cl)cc1 (stereo not given)	4.4	-11.4	7.0	9.8	-0.7	-4.7	8.7	-7.3	1.2	-2.3	0.9
Cc1ccc(S(=O)(=O)Cc2sc3ccccc3[n+]2C)cc1	9.6	/	-5.5	-10.0	13.7	5.8	/	-16.1	1.1	-0.7	-0.3
COc1cc(C(=O)NCCOc2ccc(F)cc2)c(Br)c(OC)c1OC	-13.5	4.4	-7.0	-7.9	1.9	6.3	-18.8	5.6	-6.4	16.3	1.4
CC1(C)CC(=O)c2c(Cc3ccccc3)n[nH]c2C1	32.7	4.8	-0.7	1.6	11.9	8.6	10.7	3.8	-7.5	7.6	10.5
CCN(CC)C(=O)c1cn(-c2ccccc2)nc1-c1ccc2c(c1)OCCO2	4.2	-47.1	-3.9	-3.3	6.9	-15.9	1.2	9.9	-2.7	7.1	3.0
Cc1cccc(OCCOc2ccc(/C=N/NC(=O)Cc3nnc(N)s3)cc2)c1	-42.6	-14.1	-2.2	12.8	-52.0	-36.0	2.8	28.2	1.0	-3.1	-3.1
C(=N\Nc1ccccc1)/c1nc2ccccc2s1	7.6	-64.8	-11.2	5.8	-96.6	-18.2	-53.1	-138.9	-6.2	-128.7	-1.6
Cc1ccc(CNC(=O)C2CCC(=O)N(CCCN3CCOCC3)C2)cc1 (stereo not given)	9.4	22.7	-4.9	-14.0	-4.1	-4.1	-16.1	-9.3	-3.4	12.5	-3.5
CC(=O)Nc1ccc(NC(=S)Nc2ccc(Br)cc2)cc1	-2.6	-15.9	-19.6	-6.8	20.5	-16.2	9.0	-6.9	-4.6	-8.2	8.9
O=C(C1=C(O)C(=O)N(CC2CCCO2)C1c1cccc(O)c1)c1ccco1 (stereo not given)	-6.2	-16.6	0.7	3.0	-4.5	-13.7	-17.1	5.7	-0.3	-6.3	-4.1
O=C(CNS(=O)(=O)c1cccc(C(F)(F)F)c1)Nc1ccccc1F	-3.3	-4.0	-2.4	0.7	-13.2	4.1	-8.9	12.6	4.6	10.2	0.3
CC1CCN(S(=O)(=O)c2cc(Cl)ccc2Br)CC1	-32.4	5.3	-6.0	-15.2	7.5	-54.5	0.8	6.6	-5.9	-13.6	-5.8
CC(Cc1ccccc1)C(=O)NCc1ccncc1 (stereo not given)	-0.6	-19.1	0.1	-0.5	-8.2	6.5	8.0	-5.5	-3.4	-8.2	6.4
CN(C)c1cccc(-c2cc(Nc3ccc(C(C)(C)C)cc3)ncn2)c1	-15.4	-50.1	-2.8	/	-35.5	-9.7	-26.6	-46.8	-2.8	-23.8	-2.7
CCOC(=O)C1CCCN(C(=O)c2cccc(S(=O)(=O)N(C)c3ccc(OC)cc3)c2)C1 (stereo not given)	7.5	-26.3	0.2	3.5	-2.0	-13.1	-5.7	2.3	1.8	1.3	-10.6
CN(C(=O)c1ccc(NC(=O)Cc2ccc(NC(=O)C3CCCN(C(=O)C4CCC4)C3)cc2)cc1)C1CCCC1 (stereo not given)	-8.0	-5.1	-4.6	6.4	-35.2	-4.4	4.2	-1.5	-2.2	-21.0	-2.2
O=C(NCc1cccc(C(F)(F)F)c1)C1CCC(=O)N(C2CCCCCC2)C1 (stereo not given)	2.9	4.1	-5.8	-1.1	6.0	-0.7	14.6	0.4	-2.1	-46.9	-3.8
NS(=O)(=O)c1ccc(CCNC(=O)COC(=O)CCSc2ccc(Cl)cc2)cc1	-14.4	2.1	-11.7	-7.1	21.7	19.8	4.4	-20.1	4.5	-4.3	-2.6
O=C(CN1CCN(c2ccc(O)cc2)CC1)NCC(=O)Nc1ccc(F)c(F)c1F	-32.9	-5.0	-14.0	8.6	4.0	-7.6	-72.0	-15.9	18.9	5.2	3.0
CC(=O)N(CN1C(=O)C2CC=CCC2C1=O)c1cccc(Cl)c1 (stereo not given)	10.3	-18.2	10.8	-1.6	4.4	-3.2	-18.3	21.6	-0.8	-0.6	21.4
CC(C)N1CC2=C(OC(N)=C(C#N)C2c2cccnc2)/C(=C/c2cccnc2)C1 (stereo not given)	5.9	-2.8	-17.1	-2.8	0.4	-8.8	3.2	16.4	0.9	4.4	4.2
CC(=O)c1cnc2c(-c3ccccc3)c(C(F)(F)F)nn2c1C	-7.5	-15.8	-2.4	7.5	-3.3	0.8	5.2	-15.9	-3.1	9.1	-2.8
CCCCSc1nnc(-c2ccc(C)cc2)n1C	-3.7	-35.5	2.8	2.4	-50.9	-26.8	-20.6	-103.5	1.9	-73.2	-1.0
CN(Cc1ccccc1)C(=O)c1cccc(NC(=O)Cc2ccc(NC(=O)C3CCCN(C(=O)CCc4ccccc4)C3)cc2)c1 (stereo not given)	18.1	-5.1	-6.0	0.6	-8.8	16.0	10.5	-7.3	9.1	-1.2	-2.2
Cc1ccccc1N1CCN(C(=S)c2ccc([N+](=O)[O-])cc2)CC1	6.7	4.7	-2.5	-4.3	6.5	-23.3	-5.0	-9.2	-1.4	5.5	0.0
CCCCCCCCn1c(N2CCN(c3cccc(Cl)c3)CC2)nc2c1c(=O)[nH]c(=O)n2C	-24.4	-13.3	7.2	-4.9	5.8	-17.5	-12.7	12.4	-2.4	-34.4	-2.4
O=C(NCCC1=CCCCC1)c1c(O)nc2sccn2c1=O	15.8	18.7	8.8	4.4	-28.1	-31.1	1.0	-1.3	-1.1	-1.8	1.8
COc1ccccc1NC(=O)COC(=O)C1CCCC1	8.6	17.0	-9.7	-4.7	-8.4	-1.0	-7.2	1.4	-2.0	1.4	4.8
Cc1c(N=C/C=C2\N(C)c3ccccc3C2(C)C)c(=O)n(-c2ccccc2)n1C	-17.1	-13.5	-2.2	2.6	16.9	-8.8	-7.3	26.1	0.0	6.0	0.6
CSc1ccccc1NC(=O)c1ccc(C)o1	0.1	-30.0	6.8	9.5	-24.2	-13.5	-33.5	-12.7	-11.1	-5.6	3.3
O=C(COC(=O)COc1ccccc1)Nc1ccc(Br)cc1F	3.1	2.2	-2.1	0.8	-6.5	2.1	-4.0	-32.7	3.7	-24.7	7.5
CCc1ccc(NC(=O)CSc2nnc(-c3cccs3)n2CC)cc1	-14.4	-7.6	2.8	-4.1	16.5	-13.6	0.2	6.8	4.2	-6.5	0.6
CCCCNC(=O)C1CCN(S(=O)(=O)c2ccc3c(c2)CC(C)N3C(=O)C2CC2)CC1 (stereo not given)	-25.9	-2.1	-9.0	-5.3	1.2	10.3	-11.0	0.4	0.1	-22.8	-5.8
CCCCCC[n+]1ccccc1/C=C/c1ccc(N(C)C)cc1	50.2*	22.7	33.5*	/	82.2*	56.0*	92.2*	98.4*	12.2	71.5*	26.6

# Shown with two lines to a compound: part of the list above
# Below each compound: TWEAK-Fn14 inh	NCOA2 inhibitor	NOD2-RIPK2 inh	TLR9-MyD88 inh	SRC3 inh	TROY NFkB inh	NR2F2 inh	LRH-1 inv ag	ABHD5 PLIN5 PPI	SRC1 inh	Exocytosis inh
> COc1ccccc1NC(=O)COC(=O)C1CCCC1
 : 8.6	17.0	-9.7	-4.7	-8.4	-1.0	-7.2	1.4	-2.0	1.4	4.8
> Cc1c(N=C/C=C2\N(C)c3ccccc3C2(C)C)c(=O)n(-c2ccccc2)n1C
 : -17.1	-13.5	-2.2	2.6	16.9	-8.8	-7.3	26.1	0.0	6.0	0.6

# Bioassay records deposited in PubChem by several laboratories.
